CCHFV vOTU inh = blocks the CCHF virus ovarian tumor domain protease | CCHFV vOTU protease, Pep-AMC fluorescence | inhibition, % at 11.5 µM | 0.55% of 370,000 active | AID 651958; in the data active = inhibition above about 30%; also: 0% = vehicle wells with enzyme and 100% = no enzyme wells
SSB-PriA inh = K. pneumoniae PriA-SSBct interaction inhibition. inhibition, % at 33 µM. AID 1272365. AlphaScreen SSBct-PriA binding, biotinylated peptide. 0.6% of 430,000 active; in the data active = inhibition mostly above about 37%, no sharp cut-off; inactive = mostly below about 20%;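 also: plate controls were negative control peptide for no effect and reference peptide for full effect; strong numbers were not always called active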
BoNT-A LC inh2 = BoNT A light chain protease inhibition. 0.17% of 360,000 active. AID 588499. inhibition, % at 10 µM. multiplex microsphere protease substrate cleavage, flow cytometry; also: plate controls were buffer without enzyme for full effect and enzyme alone for no effect
MazF activator = MazEF (E. coli) toxin RNase activation; P0AE70; FAM/BHQ RNA-DNA oligo cleavage fluorescence, 5 h; activation, % at 20 µM; 0.32% of 350,000 active; in the data active = activation above about 50%
Target sequence (P0AE70 whole entry, looked up): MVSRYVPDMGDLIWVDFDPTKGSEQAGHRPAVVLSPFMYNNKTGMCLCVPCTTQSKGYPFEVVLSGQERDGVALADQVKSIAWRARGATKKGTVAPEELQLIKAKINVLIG
Rv3671c protease = inhibits the M. tuberculosis serine protease Rv3671c. 0.048% of 320,000 active. inhibition, % at 5.96 µM. AID 2606; in the data active = inhibition above about 38%;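 also: extracellular domain of Rv3671c used as enzyme; 0% = enzyme with DMSO and 100% = no enzyme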
Target sequence (P9WHR9 whole entry, looked up, the tested form may be a part): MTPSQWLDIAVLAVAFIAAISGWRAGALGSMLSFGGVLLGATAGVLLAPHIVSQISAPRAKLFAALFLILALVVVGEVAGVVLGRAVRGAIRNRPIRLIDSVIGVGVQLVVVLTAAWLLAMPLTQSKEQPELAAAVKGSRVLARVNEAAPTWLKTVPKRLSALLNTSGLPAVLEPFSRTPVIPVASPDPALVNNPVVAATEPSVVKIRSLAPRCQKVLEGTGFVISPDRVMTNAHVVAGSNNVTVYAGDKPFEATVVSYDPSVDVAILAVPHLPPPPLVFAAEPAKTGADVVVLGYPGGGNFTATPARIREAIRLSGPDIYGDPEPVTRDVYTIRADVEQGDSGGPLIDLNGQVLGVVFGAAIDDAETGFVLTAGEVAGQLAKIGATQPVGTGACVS
BoNT F protease = BoNT F light chain protease inhibition; Multiplex microsphere protease cleavage assay, flow cytometry; 0.22% of 360,000 active; inhibition, % at 10 µM; in the data active = inhibition above about 35%, passing the limit was not always enough; inconclusive = no clear call, values can overlap the other calls; also: plate controls were buffer without enzyme for full effect and enzyme alone for no effect
PrPC surface inh = reduces human prion protein on the cell surface | P04156 | cell surface PrPC, TR-FRET read-out | inhibition, % at 13.8 µM | 0.43% of 370,000 active | AID 720596; in the data active = inhibition above about 24%; also: 0% = median of the test wells and 100% = reference compound wells
Anthrax LF inh2 = inhibitors of Bacillus anthracis lethal factor protease | P15917 | multiplex microsphere protease cleavage assay, LF | inhibition, % at 10 µM | 0.12% of 360,000 active | AID 588501; also: plate controls were buffer without enzyme for full effect and enzyme alone for no effect
VHR inh abs = blocks human VHR1 dual specificity phosphatase; P51452; recombinant VHR phosphatase, pNPP absorbance; inhibition, % at 13.3 µM; 0.52% of 290,000 active; AID 1654; in the data active = inhibition above about 50%; also: some compounds called inactive have numbers as strong as hits
Target sequence (P51452 whole entry, looked up): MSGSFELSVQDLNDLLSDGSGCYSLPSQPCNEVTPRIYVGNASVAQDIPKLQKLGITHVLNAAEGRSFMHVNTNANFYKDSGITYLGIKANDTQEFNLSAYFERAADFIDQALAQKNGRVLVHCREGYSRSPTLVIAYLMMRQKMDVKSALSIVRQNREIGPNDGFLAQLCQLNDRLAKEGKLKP
SARS 3CLpro inh = SARS-CoV 3CLpro protease inhibition | recombinant SARS-CoV 3CLpro, quenched FRET peptide cleavage | AID 1706 | inhibition, % at 6 µM | P0C6X7 | 0.14% of 290,000 active; in the data active = inhibition above about 12%
The depositor's hits bear a star; ? = inconclusive; . = no result given; & = joins results of further samples. Rule as the data show it, unless noted: active = inhibition above about 30%; inconclusive = no clear call, values can overlap the other calls; inactive = below that. Only part of the results is shown; rates above refer to the full screens.

molecule,CCHFV vOTU inh,SSB-PriA inh,BoNT-A LC inh2,MazF activator,Rv3671c protease,BoNT F protease,PrPC surface inh,Anthrax LF inh2,VHR inh abs,SARS 3CLpro inh
C[C@@H]1CNC(=O)c2c(C(=O)Nc3ccc(CNC(=O)OC(C)(C)C)cc3)ncn21,-3,.,-0.2,12,.,-4,7,-5,.,.
CCNCc1cc(Br)c(OCC(=O)Nc2ccccc2)c(OC)c1,-1,-2,-1.3,7,1,-20,-5,-4,16,0
COCCCn1c(=O)/c(=C\c2ccccc2OC(F)F)s/c1=C(/C#N)C(N)=O,7,.,0.4,33,4,1,2,-2,7,1
CC(=O)C1=C(C)NC(=O)CC1c1ccc(Br)cc1 (centres undefined),-6,-25,0.1,2,3,-1,-2,-1,22,-2
CCN(CC)S(=O)(=O)c1ccc(C(=O)Nc2cc(C)cc(C)c2)cc1,17,-10,-0.8,2,-8,0,11,-1,38,3
Cc1cc(C)c(S(=O)(=O)c2cc(F)ccc2C)c(=O)[nH]1,-21,-7,-1.4,5,-8,-2,-2,-3,57*,-6
Cc1cc(N2CCN(c3ccccn3)CC2)n2cc(-c3ccccc3)nc2n1,3,13,-0.5,1,0,2,-7,-4,0,4
O=C(Nc1nc(-c2ccccc2)cs1)c1ccc(=O)[nH]c1,11,-1,0.6,-6,-12,-7,3,-4,4,-1
Cc1cc(C(F)(F)F)n2nc(-c3sccc3-n3cccc3)cc2n1,-6,-2,3.5,3,3,5,-2,-4,19,1
O=C(O)c1cccc(NC(=O)c2cccc(S(=O)(=O)N3CCCCC3)c2)c1,-18,-16,3.0,-3,-4,-7,3,0,17,5
COc1ccc(NC(=O)c2ccc3nc[nH]c3c2)c(OC)c1,-3,0,0.1,1,3,-10,-4,2,5,2
OCCN1CCN(CCOc2cccc(Cl)c2)CC1,2,-2,-0.5,8,11,-14,4,0,4,6
N#C/C(=C/c1ccc(N2CCCCC2)o1)C(=O)NCCc1c[nH]c2ccccc12,14,-2,3.8,-103,-3,-9,-6,1,13,-3
Cc1cccc(-n2cc(-c3ccccc3)c3c(=O)[nH]cnc32)c1,-7,21,-0.8,1,-11,-11,-4,-3,-7,7
COc1ccc(CCN(C)Cc2c(O)ccc3ccccc23)cc1OC,-18,6,-1.3,-5,-2,26,-3,-3,58*,2
COc1cc(SC)ccc1C(=O)Nc1ccc2c(c1)OCCO2,13,-17,-0.7,-13,3,-1,2,-6,21,-1
COc1ccc(OC)c(NC(=O)CCCSc2ccccc2)c1,11,-9,-0.5,-7,-3,4,-3,-5,6,1
OCCOCCN1CCN(C2=Nc3ccccc3Sc3ccccc32)CC1,1&-1,1,0.4&-0.3,6&8,6&4,6&-5,-6&0,-4&-6,13&26,-2&-2
OCC[C@@H]1C[C@H](O)[C@@H](O)[C@@]2(OCCc3ccccc32)O1,.,-9,0.1,-9,-2,6,.,2,25,2
O=C(COC(=O)c1cccc2c1C(=O)c1ccccc1C2=O)NC1CCCCC1,7,-2,-0.4,7,0,-8,-27,-2,13,-1
COc1ccc(/C=C/C(=O)c2cccc(-n3cnnn3)c2)cc1O,-2,5,0.1,-15,-4,-3,-3,3,14,-3
O=C(CCc1nnc2ccc(N3CCCC3)nn12)Nc1ccc(F)c(F)c1,18,-10,-1.0,8,2,-2,-2,2,-9,-2
O=C(CN1C(=O)/C(=C/c2ccccc2)SC1=S)Nc1cccnc1,8,6,-0.2,1,-13,-2,-7,-2,12,-1
CN1CCN(NC(=O)c2cc(Br)ccc2Cl)CC1,-11,-14,0.1,-24,-3,5,-4,1,1,0
COc1ccc2c(c1)SC(C)CC2=O (centres undefined),-14,-27,-0.1,4,7,-5,3,-7,-38,3
Cc1cc(C)nc(SCC(=O)Nn2cnnc2)n1,11,-4,0.6,10,1,10,-3,-1,1,-2
CC(CN1CCOCC1)OC(=O)C(c1ccccc1)c1ccccc1 (centres undefined),4,-9,0.1,0,0,7,1,-3,18,-6
COc1cccc(/C=C/C(=O)Nc2ccc(C(=O)Nc3cccc(S(N)(=O)=O)c3)cc2)c1OC,-30,1,-2.6,-2,-47,4,-4,-2,17,-3
O=C(CSc1nncs1)Nc1nnc(-c2ccccc2)o1,0,19,1.0,-3,-18,0,1,-4,0,-1
COc1ccc(C2C(C(=O)NCc3cccnc3)c3ccccc3C(=O)N2C)cc1OC (centres undefined),-6,-20,1.0,2,-7,-3,-6,-11,-6,5
CCOc1ccccc1NC(=O)N1CCCC1C(=O)NCc1ccco1 (centres undefined),-3,-14,0.6,1,.,0,-8,-1,2,-5
O=C(OC1CCOC1=O)c1cc(-c2ccc(Br)cc2)nc2ccccc12 (centres undefined),3,-7,3.6,1,-7,6,4,1,-7,5
NS(=O)(=O)c1ccc(NC(=O)/C=C/c2ccc3c(c2)OCO3)cc1,-13,-11,-0.4,2,-22,0,12,1,-3,0
O=C(NNC(=S)NC(=O)c1cccc([N+](=O)[O-])c1)c1ccc(Br)cc1,-10,-4,-3.1,-2,-5,-10,6,7,10,0
CCCc1cc(=O)[nH]c(SCc2cc(Cl)ccc2OC(F)F)n1,18,-15,-5.1,-8,-11,-8,2,-2,42,3
O=[N+]([O-])c1ccccc1/C=C/C=N/n1c(-c2cc(-c3ccccc3)n[nH]2)n[nH]c1=S,0,.,?,-4,-2,?,4,-3,-1,10
Cc1cc2cc(CNC(=S)NC3CCCCC3)ccc2n1C,-1,59*,7.7,11,9,-127,5,-84,8,-4
CC1(c2ccccc2)NC(=O)N(CC(=O)Nc2nc(-c3ccccn3)cs2)C1=O (centres undefined),5,75*,4.3,-2,-9,-4,4,-9,.,.
CC(C)c1ccc2[nH]c(O)c(N=NC(=O)c3ccc(CSc4nncn4C)cc3)c2c1,6,-4,-0.2,5,-9,-10,3,-2,28,6
COc1ccccc1CN(C)C(=O)c1ccc(COc2ccccc2)cc1,2,-15,0.1,2,-15,-5,3,-4,1,5

Sorted by formula weight (rising): 6 of the compounds above.
molecule,CCHFV vOTU inh,SSB-PriA inh,BoNT-A LC inh2,MazF activator,Rv3671c protease,BoNT F protease,PrPC surface inh,Anthrax LF inh2,VHR inh abs,SARS 3CLpro inh
OCCN1CCN(CCOc2cccc(Cl)c2)CC1,2,-2,-0.5,8,11,-14,4,0,4,6
O=C(Nc1nc(-c2ccccc2)cs1)c1ccc(=O)[nH]c1,11,-1,0.6,-6,-12,-7,3,-4,4,-1
O=C(CSc1nncs1)Nc1nnc(-c2ccccc2)o1,0,19,1.0,-3,-18,0,1,-4,0,-1
COc1ccc(/C=C/C(=O)c2cccc(-n3cnnn3)c2)cc1O,-2,5,0.1,-15,-4,-3,-3,3,14,-3
COc1ccc(CCN(C)Cc2c(O)ccc3ccccc23)cc1OC,-18,6,-1.3,-5,-2,26,-3,-3,58*,2
O=C(NNC(=S)NC(=O)c1cccc([N+](=O)[O-])c1)c1ccc(Br)cc1,-10,-4,-3.1,-2,-5,-10,6,7,10,0

(continued)
molecule,CCHFV vOTU inh,SSB-PriA inh,BoNT-A LC inh2,MazF activator,Rv3671c protease,BoNT F protease,PrPC surface inh,Anthrax LF inh2,VHR inh abs,SARS 3CLpro inh
O=C(Cc1cccs1)Nc1cccc(-c2nc3ccccc3[nH]2)c1,-14,-1,1.1,15,-27,-2,4,-3,-11,-4
Cc1ccccc1-c1noc(CCC(=O)NCC2CCCO2)n1 (centres undefined),7,-7,3.4,14,0,6,4,-2,-6,0
COc1ccc(-n2cnc3ccccc3c2=O)c([N+](=O)[O-])c1,-5,-10,-1.2,12,.,-29,-16,-17,-24,4
CCOC(=O)c1sc2ccc(S(=O)(=O)N3CCOCC3)cc2c1N,-7,-13,0.6,1,-15,1,0,-2,19,4
CC(C)N1CCC(N2CCN(CC#Cc3ccccc3)CC2CCO)CC1 (centres undefined),0,6,-0.9,4,2,-4,-2,1,22,4
COc1ccccc1CCNC(=O)C(=O)NCC1OCCN1S(=O)(=O)c1ccc(Br)cc1 (centres undefined),-7,-6,-0.4,3,-8,-3,1,-1,-1,4
COc1cc2cc(C)c(SCC(=O)N3CCOCC3)nc2cc1OC,1,-12,-0.3,-52,-5,1,-2,1,22,0
CC(C)Oc1cc(NC(=O)CS(=O)CC(=O)Nc2cccc(C(F)(F)F)c2)c(Cl)cc1Cl (centres undefined),16,-2,3.2,4,-76,31,-13,3,13,-1
Nc1nc(SCc2ccc3c(c2)OCCO3)n[nH]1,8,-2&-1,1.2,5,-2,4,5,0,18,-4
CCCN1C(=O)C2(/C(=C(\O)c3ccc4c(c3)OCCO4)C(=O)C(=O)N2CCCOC)c2ccccc21 (centres undefined),.,.,-1.1,-5,-2,-6,.,-3,12,-2
O=C(NCc1ccccc1)c1cccc(NS(=O)(=O)c2cccc3cccnc23)c1,2,-3,-0.1,4,0,0,5,-1,-4,2
Cc1ccc2c(c1)N(S(=O)(=O)c1ccc(CN3C(=O)c4cccnc4C3=O)s1)CCO2,6,4,-0.6,10,0,-6,9,-2,6,1
O=C(CSc1ncnc2ccccc12)NCCc1ccccc1,1,10,-0.3,4,-6,-4,62*,0,14,-3
Cc1cccc(N2CC(C(=O)O)CC2=O)c1C (centres undefined),-6,9&-2,-0.8,12,4,-3,5,-4,13,2
O=C(c1ccco1)N1CCN(C(c2ccccc2)c2nnnn2Cc2cccs2)CC1 (centres undefined),6,-9,0.1,-2,4,-1,1,2,12,-6
CCn1c(C(C)NC(=O)c2cccc(C)c2)n[nH]c1=S (centres undefined),0,6,0.1,1,-15,-4,1,3,-8,3
Cc1cccc(NC(=O)c2ncn3c2C(=O)N[C@H](C)C3)c1,8,.,0.6,.,.,-3,0,-5,.,.
CCCCNC(=O)c1cc(-c2ccc(OC)cc2)on1,-2,-5,1.2,0,7,3,1,-3,-9,-1
CCOc1ccc(CN(C)c2ccc(S(=O)(=O)N3CCN(C)CC3)cc2[N+](=O)[O-])cc1OC,.,22,-1.3,2,0,-5,.,-13,.,.
O=C(CCl)N(Cc1ccccc1)c1ccccc1,0,-19,-1.4,-4,3,-1,6,0,2,0
Cc1ccc(N=Nc2c(C)[nH]n(-c3ccccc3)c2=O)cc1Br,1,5,-2.2,12,-6,?,0,-24,-28,-9
COc1cc(OC)cc(C(=O)NC(C(=O)Nc2ccc3c(c2)OCCO3)C(C)C)c1 (centres undefined),6,8,-3.4,4,1,-1,9,-2,.,.
CC(C)CCNC(=O)C1CCN(S(=O)(=O)c2ccc3c(c2)CC(C)N3C(=O)C2CCC2)CC1 (centres undefined),12,-25,-1.3,0,2,-3,-2,0,-2,7
CCc1noc(C)c1C(=O)N(CC)CC(=O)NCc1ccc(F)cc1,-11,.,-0.2,-1,.,-4,2,-5,.,.
Cc1ccccc1C(=O)Nc1ccc2c(c1)OCO2,2,-11,0.1,-3,-5,0,3,-5,-6,2
COc1ccc(-c2cc(C3CCN(c4ncccc4[N+](=O)[O-])CC3)[nH]n2)cc1,14,47*,-0.3,3,-19,2,0,-2,-2,2
Cc1ccc2ncccc2c1NS(=O)(=O)c1ccccc1,-10,-11,0.7,4,-3,-2,7,7,-2,-3
O=C(c1ccccn1)N1CCCC(N2CCN(c3ccc(F)cc3)CC2)C1 (centres undefined),10,0,0.3,4,-1,0,-11,2,-7,-1
O=C(/C=C/c1cccc([N+](=O)[O-])c1)N1CCN(c2ccccn2)CC1,-12,-1,1.8,0,-3,12,1,1,10,-7
Nc1c(N(CCC2=CCCCC2)C(=O)c2ccco2)c(=O)[nH]c(=O)n1Cc1ccccc1,-4,7,.,-4,-6,.,0,.,.,.
